ERp5 inh – ERp5 (human) disulfide isomerase inhibition; Q15084; ERp5 insulin aggregation, absorbance 650 nm, 90 min; inhibition, % at 9.99 µM; hit rate 0.05% among 350,000; AID 651711;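 active = mean replicate inhibition above about 25%, with every replicate also reaching it, limit read from the data, passing the limit was not always enough; inconclusive = only one of those two criteria met; inactive = neither criterion met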
Target sequence (Q15084 whole entry, looked up): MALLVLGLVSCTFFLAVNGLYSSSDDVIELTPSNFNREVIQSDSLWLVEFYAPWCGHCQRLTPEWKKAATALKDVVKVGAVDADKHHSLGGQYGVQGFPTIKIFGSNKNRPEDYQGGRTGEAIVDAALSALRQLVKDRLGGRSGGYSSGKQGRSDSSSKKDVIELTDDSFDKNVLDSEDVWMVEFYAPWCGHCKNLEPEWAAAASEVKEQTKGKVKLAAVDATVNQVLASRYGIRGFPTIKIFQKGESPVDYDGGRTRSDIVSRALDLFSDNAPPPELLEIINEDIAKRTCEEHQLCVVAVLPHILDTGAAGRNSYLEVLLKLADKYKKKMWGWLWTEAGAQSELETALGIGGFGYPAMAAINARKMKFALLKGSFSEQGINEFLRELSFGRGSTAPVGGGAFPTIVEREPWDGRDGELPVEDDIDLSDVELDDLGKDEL
SIRT5 inh – inhibitors of human sirtuin-5 desuccinylase; hit rate 1.1% among 330,000; AID 652115; Purified SirT5, succinyl-peptide AMC, trypsin-coupled fluorescence; inhibition, % at 15 µM; in the data active = inhibition above about 15%; inconclusive = no clear call, values can overlap the other calls
Target sequence (Q9NXA8 whole entry, looked up): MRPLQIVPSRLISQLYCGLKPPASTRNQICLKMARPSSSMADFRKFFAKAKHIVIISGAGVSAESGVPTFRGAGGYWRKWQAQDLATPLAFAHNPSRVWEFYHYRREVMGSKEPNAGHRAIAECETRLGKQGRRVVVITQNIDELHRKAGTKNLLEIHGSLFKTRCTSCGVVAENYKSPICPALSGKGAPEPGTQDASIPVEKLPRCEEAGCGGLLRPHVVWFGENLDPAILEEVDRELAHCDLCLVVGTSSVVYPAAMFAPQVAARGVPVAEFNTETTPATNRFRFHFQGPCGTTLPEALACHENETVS
C2C12 statin – suppressors of simvastatin-induced myotoxicity in C2C12 myotubes | rescue of ATP level, % at 7.49 µM | hit rate 0.78% among 330,000 | AID 602340 | ATP luminescence, 48 h; scaled: DMSO 0, geranylgeraniol control 100;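 active = mean ATP rescue above about 67%, or every replicate alone reaching that limit, limit read from the data, passing the limit was not always enough; inconclusive = no clear call, values can overlap the other calls; inactive = mean under the limit and some replicate under it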;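 also: myotubes were challenged with 10 µM simvastatin during compound exposure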
Cneo AK release – causes C. neoformans cell lysis | adenylate kinase release luminescence, 4 h; normalised: neutral wells 0, clomiphene wells 100 | lysis activity, % at 15 µM | hit rate 0.2% among 360,000;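 active = mean lysis activity across replicates of at least 80%, whatever share of replicates individually reach that level; inactive = mean lysis activity below 80%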
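read-out = cell lysis signal | test system = log-phase Cryptococcus neoformans yeast cells | input = cells at 5 × 10^6 per mL | medium = fresh YPD growth medium | signal = luminescent adenylate kinase detection reagent | timing = 4 h at 37 °C static, read 1 h later | dosing = single dose | controls = Clomiphene as positive lysis control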
esBAF inh – inhibitors of esBAF chromatin remodeling in mouse ES cells. reporter increase, % at 12.5 µM. hit rate 2% among 350,000. Bmi1-luciferase knock-in reporter, 24 h; 100% = twice the neutral-well signal. AID 602393; in the data active = activation above about 40%; inconclusive = no clear call, values can overlap the other calls;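 also: 0% = median of the plate's neutral control wells and 100% = double that signal; a rise in the Bmi1 reporter signal indicates esBAF inhibition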
ARNT TACC3 PPI – disrupts binding between human ARNT and TACC3. hit rate 0.66% among 390,000. inhibition, % at 9.99 µM. AlphaScreen His-ARNT PAS-B/GST-TACC3 binding, luminescence; TACC3 fragment carries E629A point mutation;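 active = mean inhibition of replicates at least 50% and at least half of replicates each reaching 50%; inconclusive = half or more replicates reach 50% but mean below 50%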;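 also: 0% = complete ARNT plus TACC3 wells and 100% = ARNT alone without TACC3; many hits fall short of the cut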
miR-122 sensor – miR-122 inhibition in Huh7 cells; Huh7 miR-122 Renilla luciferase sensor, 48 h; neutral wells = 0, positive control = 100; activation (reporter increase), % at 12.5 µM; hit rate 0.3% among 340,000;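 active = mean replicate activation score at least 90 and every replicate individually at or above 90; inconclusive = only one of the two criteria met; inactive = neither criterion met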;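 also: higher luciferase means less miR-122 activity so hits act as miR-122 inhibitors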
* hit, by the source's call; ? = inconclusive; · = not tested or not shown; & = joins results of further samples; [ ] = remark or other dose.

SMILES	ERp5 inh	SIRT5 inh	C2C12 statin	Cneo AK release	esBAF inh	ARNT TACC3 PPI	miR-122 sensor
Cc1c(C)n(Cc2ccccc2)c2ccc(C(=O)NCCN3CCOCC3)cc12	-4	2	8	6	2	-2	5
O=S(=O)(c1cc(F)ccc1F)N1CCN(c2ncccn2)CC1	-2	-5	-3	2	1	-2	·
O=C(c1ccc2c(c1)C(=O)N(Cc1ccco1)C2=O)N1CCOCC1	-4	1	4	-2	0	-1	-5
COc1ccc(-c2cc(N)n(S(=O)(=O)c3c(F)c(F)c(F)c(F)c3F)n2)cc1OC	-1	3	61	-8	3	43	-6
Cc1ccc(S(=O)(=O)CCC(=O)Nc2cc(C)on2)cc1	0	·	3	9	-3	·	-4
COc1cc(OC)c(S(=O)(=O)N2CCCCC2)cc1S(=O)(=O)N1CCCCC1	·	·	·	2	-1	-7	16
COc1ccc(OCC(O)Cn2c(=N)n(CCN3CCCCC3)c3ccccc32)cc1 (stereo not drawn)	·	·	-19	1	-1	-14	-12
CCOC(=O)Nc1ccc2c(CNC(C)c3ccccc3OC)cc(=O)oc2c1 (stereo not drawn)	2	-4	-11	0	6	0	-6
CC1CCCN(C(=O)COC(=O)c2ccc[nH]c2=O)C1 (stereo not drawn)	·	·	4	-2	-12	-3	2
O=C(Nc1nc2ccc([N+](=O)[O-])cc2s1)C1CCCO1 (stereo not drawn)	1	0	·	·	·	-1	·
Cc1onc(-c2ccccc2Cl)c1C(=O)Nc1nn[nH]n1	4	-2	4	0	4	10	-1
COc1ccccc1C(=O)n1nc(-c2ccc(Cl)cc2)nc1N	·	·	-19	-1	9	13	8
CN(C)CC#Cc1ccc([C@@H]2[C@H](CO)N3CCCCN(C(=O)NC4CCCC4)C[C@@H]23)cc1	5	-2	·	-1	·	-3	1[16.7 µM]
CC(NC(=O)COc1cccc(Br)c1)C(=O)O (stereo not drawn)	?	0	·	·	·	-6	·
CC(=O)n1cc([C@@H]2C=C(C(=O)N3CCOCC3)O[C@H](OCc3ccc(CO)cc3)C2)c2ccccc21	1	1	1	1&-7	-8	3	4
Cc1noc(C)c1NC(=O)Nc1ccc2c(c1)C(=O)N([C@H](C)CO)C[C@H](C)[C@@H](CN(C)C(=O)Nc1c(C)noc1C)O2	-2&-7	5&-6	3	-1	-21	4	0
COc1ccccc1CNC(=O)COC(=O)CCC(=O)c1cccs1	6	2	1	-1	-11	-2	-5
CC(C)=CCC[C@](C)(O)C1CC[C@]2(C)C1C(O)CC1[C@@]3(C)CCC(O)C(C)(C)C3C(O[C@@H]3OC(CO)C(O)C(O)C3O[C@@H]3OC(C)C(O)C(O)C3O)C[C@]12C (stereo partly drawn)	2	-2	2	3	7	1	·
C[C@H]1CN([C@@H](C)CO)C(=O)c2ccccc2-c2ccccc2CO[C@@H]1CN(C)S(=O)(=O)c1cccc(C#N)c1	1	5	12	0	-6	8	·
Cn1c(N)c(C(=O)COC(=O)c2ccnc3ccccc23)c(=O)n(C)c1=O	-2	·	-13	-5	1	12	·
COc1ccccc1C(=O)NCC(=O)Nc1ccc2c(c1)CCC2	2	-1	1	1	73*	-16	2
COc1ccc(N(C)C(=O)c2cc3c(s2)-c2ccccc2S(=O)(=O)C3)cc1	-5	-4	-20	21	2	9	3
CS(=O)(=O)c1ccc(S(=O)(=O)N2CCC(CO)(CCCc3ccccc3)CC2)cc1	-1	-1	-44	-1	3	-6	1
CC(C)NC(=O)N(C)C[C@H]1Oc2ccc(NC(=O)C3CC3)cc2C(=O)N([C@@H](C)CO)C[C@@H]1C	-1	·	-26	-2	-1	·	-4[16.7 µM]
CCCNC(=S)N1CCN(C(c2ccccc2)c2ccccc2)CC1	·	·	·	-4	·	0	-4

Random excerpt: 2 records from the list
SMILES	ERp5 inh	SIRT5 inh	C2C12 statin	Cneo AK release	esBAF inh	ARNT TACC3 PPI	miR-122 sensor
CC(C)NC(=O)N(C)C[C@H]1Oc2ccc(NC(=O)C3CC3)cc2C(=O)N([C@@H](C)CO)C[C@@H]1C	-1	·	-26	-2	-1	·	-4[16.7 µM]
O=S(=O)(c1cc(F)ccc1F)N1CCN(c2ncccn2)CC1	-2	-5	-3	2	1	-2	·

The list continues:
SMILES	ERp5 inh	SIRT5 inh	C2C12 statin	Cneo AK release	esBAF inh	ARNT TACC3 PPI	miR-122 sensor
O=C(Cn1cc2c(n1)CCCC2)NCc1cccnc1	-3	·	1	-2	-7	1	1
Cc1ccc(NS(=O)(=O)c2cc(C(=O)N(C)C)ccc2C)cc1C	-1	-2	·	·	·	-9	·
O=C(CCN1C(=O)/C(=C/c2ccc3c(c2)OCO3)SC1=S)Nc1ccc(C(=O)O)cc1	5	3	0	-1	-5	0	2
O=C(N/N=C/c1cc([N+](=O)[O-])ccc1O)c1c[nH]c2ccccc12	-4	1	·	·	·	4	·
O=C(COC(=O)Cc1ccc(-c2ccccc2)cc1)NCc1ccccc1	-2	-4	2	0	-10	2	8
CC1(c2nnc(-c3cccc(Cl)c3)o2)CC(c2ccc(OC(F)(F)F)cc2)=NO1 (stereo not drawn)	1	-4	2	1	0	·	-5
CC1(C(=O)NS(=O)(=O)c2ccccc2Cl)CCN1C(=O)C1(c2ccccc2)CCCC1 (stereo not drawn)	3	-4	-2	-9	-1	·	·
COc1ccc(CN(C)C[C@H]2Oc3ccc(NC(=O)Nc4ccc5c(c4)OCO5)cc3CC(=O)N([C@@H](C)CO)C[C@H]2C)cc1	2	6	-9	-5	36	11	-3[16.7 µM]
O=C(c1cc(Br)ccc1O)N1CCN(S(=O)(=O)Cc2ccccc2)CC1	-9	-2	25	2	3	15	83
CCC(C)NC(=O)CCn1ccc2cc(S(=O)(=O)N3CCCC3)ccc21 (stereo not drawn)	7	-1	2	8	1	0	-4
Cc1ccc(C(=O)NCC(=O)Nc2ccc3c(c2)CCC3)cc1C	-1	-2	2	1	6	32	0
COc1ccc(C2C(C(=O)Nc3ccc(F)cc3)=C(C)Nc3nc(CCCO)nn32)cc1 (stereo not drawn)	4	·	0	-1	-3	-4	-3
CCN(CC)CCNC(=O)c1ccc(NC(=O)c2ccc(S(=O)(=O)N3CCCC3)cc2)cc1	-1	0	5	-1	-5	2	0
CC(C)S(=O)(=O)c1csc(C(=O)NNC(=O)Nc2ccccc2)c1Cl	3	0	-6	0	1	-3	16
COc1ccc2c(C)c(C(=O)N3CC[C@@H](N4CCC(O)CC4)[C@H](O)C3)oc2c1	0	1	·	1	·	-5	·
C/C(=N\NC(=O)C1CC1(c1ccccc1)c1ccccc1)c1cccc([N+](=O)[O-])c1 (stereo not drawn)	0	15*	·	0	·	2	-8
CS(=O)(=O)N1CCN(c2ncccn2)CC1	·	·	5	2	2	-2	-5
CC(C)NC(=O)Nc1cccc2c1O[C@@H](CN(C)S(=O)(=O)c1ccccc1)[C@@H](C)CN([C@@H](C)CO)C2=O	1	-1	-19	59	3	-9	1[16.7 µM]
O=C(CSc1ccccc1C(=O)N1CCN(c2ccccc2)CC1)N1CCCC1	-5	-1	-11	2	10	-7	13
COc1ccc(CN(C)C[C@H]2OCCCC[C@H](C)Oc3ccc(NC(=O)CCC(F)(F)F)cc3C(=O)N([C@H](C)CO)C[C@@H]2C)cc1	4	-1	·	0	-6	5	15[16.7 µM]
CC(=O)N[C@@H]1CC[C@H](CC(=O)NCc2ccc(Cl)cc2)O[C@@H]1CO	7	-2	7	-1	1	-4	·
CCOc1nc(NC(=O)NS(=O)(=O)c2cccc(Cl)c2)nc(-c2ccccc2)n1	-7	-3	·	7	·	-18	-1
CCOC(=O)C1(C)CCCCN1C(=O)c1cccc(Cl)c1 (stereo not drawn)	-3	·	16	3	-11	·	-2
O=C(CCS(=O)(=O)Cc1ccccc1F)NCCc1ccc(Cl)cc1	0	17*	1	-2	8	0	2
CCc1nnc(NC(=O)CSc2nnc(C3CC3)n2C)s1	4	1	-3	2	-1	-5	·
Other structures follow.
SMILES	ERp5 inh	SIRT5 inh	C2C12 statin	Cneo AK release	esBAF inh	ARNT TACC3 PPI	miR-122 sensor
O=C(NCC1CCCO1)c1ccc2nc(N3CCCCC3)sc2c1 (stereo not drawn)	1	-4	-1	-4	38	-15	-2
COc1ccc(C)cc1S(=O)(=O)N(C)CC(=O)N1CCCCCC1	·	·	3	3	-5	0	2
Cc1cc(OCc2cc(C(=O)N(C)CCCN3CCOCC3)no2)cc(C)c1Cl	1	0	-1	-3	16	3	7
C[C@H](NC(=O)C[C@@H]1CC[C@@H](NC(=O)Cc2ccccn2)[C@@H](CO)O1)c1ccccc1	9	5	1	0	-1	0	6[16.7 µM]
COc1ccc(C(=O)NCc2ncccc2C)cc1OC1CCN(C(C)=O)CC1	4	-2	-3	1	-2	-17	0
CCC(CC)c1nnc(NC(=O)c2cccc(S(=O)(=O)N3CCOCC3)c2)s1	6	·	5	7	-5	6	-2
O=C(NCCc1ccccc1)C1CC(=O)N(CCc2ccccc2)C1 (stereo not drawn)	0	1	5	2	7	0	-4
Cc1cccc(NC(=O)Oc2ccc(Cl)c3cccnc23)c1	-3	-3	1	-4	51*	·	·
Cc1cc(C)n2nc(C(=O)Nc3ccc(S(=O)(=O)N4CCCCC4)cc3)nc2n1	·	·	·	0	-5	-2	0
Cc1ccc(NC(=S)N(CCN(C)C)Cc2cccs2)cc1C	-5	-3	·	·	·	2	·
CNc1nc(Sc2cccc(C(F)(F)F)c2)cc(C(F)(F)F)n1	-9	0	2	-1	6	5	2
COc1ccc(NC(=O)COC(=O)c2cc(OC)c(OC)cc2NC(=O)c2ccco2)cc1OC	·	·	7	3	5	-2	-1
O=C(N/N=C/c1cc([N+](=O)[O-])ccc1O)C(O)(c1ccccc1)c1ccccc1	0	2	0	0	9	49*	24
CCCCCCCCOC(=O)C[N+](C)(C)C/C=C(/C)Cl	6	2	-23	1	-2	-6	7
Cc1ccc(NS(=O)(=O)c2ccc(Br)s2)nc1	-2	5	·	·	·	-6	13

Of the compounds above, 9 contain two or more sulfur atoms:
SMILES	ERp5 inh	SIRT5 inh	C2C12 statin	Cneo AK release	esBAF inh	ARNT TACC3 PPI	miR-122 sensor
COc1cc(OC)c(S(=O)(=O)N2CCCCC2)cc1S(=O)(=O)N1CCCCC1	·	·	·	2	-1	-7	16
COc1ccc(N(C)C(=O)c2cc3c(s2)-c2ccccc2S(=O)(=O)C3)cc1	-5	-4	-20	21	2	9	3
CS(=O)(=O)c1ccc(S(=O)(=O)N2CCC(CO)(CCCc3ccccc3)CC2)cc1	-1	-1	-44	-1	3	-6	1
O=C(CCN1C(=O)/C(=C/c2ccc3c(c2)OCO3)SC1=S)Nc1ccc(C(=O)O)cc1	5	3	0	-1	-5	0	2
CC(C)S(=O)(=O)c1csc(C(=O)NNC(=O)Nc2ccccc2)c1Cl	3	0	-6	0	1	-3	16
CCc1nnc(NC(=O)CSc2nnc(C3CC3)n2C)s1	4	1	-3	2	-1	-5	·
CCC(CC)c1nnc(NC(=O)c2cccc(S(=O)(=O)N3CCOCC3)c2)s1	6	·	5	7	-5	6	-2
Cc1ccc(NC(=S)N(CCN(C)C)Cc2cccs2)cc1C	-5	-3	·	·	·	2	·
Cc1ccc(NS(=O)(=O)c2ccc(Br)s2)nc1	-2	5	·	·	·	-6	13

Copied from the list:
Under miR-122 sensor, COc1ccc(C(=O)NCc2ncccc2C)cc1OC1CCN(C(C)=O)CC1 is entered as 0
Under ARNT TACC3 PPI, CCC(CC)c1nnc(NC(=O)c2cccc(S(=O)(=O)N3CCOCC3)c2)s1 is entered as 6

Source: PubChem BioAssay (Broad Institute)
